EPAC2 antagonist: antagonists of human EPAC2 | Potency, µM (highest dose often 114 µM), inactives show at the top dose activity, negative = inhibition, most hits filed as inhibitors | 360,000 tested, 0.18% active | EPAC2 GEF exchange of Rap1B-BODIPY-GDP, fluorescence | Q8WZA2; further: potency means the concentration at half of the fitted maximal effect; on the % scale 0 is the no-effect control and ±100 the full control effect; nearly all actives have a fitted effect of over 45% in size; many of its hits are not listed in these tables
Target sequence (Q8WZA2 whole entry, looked up): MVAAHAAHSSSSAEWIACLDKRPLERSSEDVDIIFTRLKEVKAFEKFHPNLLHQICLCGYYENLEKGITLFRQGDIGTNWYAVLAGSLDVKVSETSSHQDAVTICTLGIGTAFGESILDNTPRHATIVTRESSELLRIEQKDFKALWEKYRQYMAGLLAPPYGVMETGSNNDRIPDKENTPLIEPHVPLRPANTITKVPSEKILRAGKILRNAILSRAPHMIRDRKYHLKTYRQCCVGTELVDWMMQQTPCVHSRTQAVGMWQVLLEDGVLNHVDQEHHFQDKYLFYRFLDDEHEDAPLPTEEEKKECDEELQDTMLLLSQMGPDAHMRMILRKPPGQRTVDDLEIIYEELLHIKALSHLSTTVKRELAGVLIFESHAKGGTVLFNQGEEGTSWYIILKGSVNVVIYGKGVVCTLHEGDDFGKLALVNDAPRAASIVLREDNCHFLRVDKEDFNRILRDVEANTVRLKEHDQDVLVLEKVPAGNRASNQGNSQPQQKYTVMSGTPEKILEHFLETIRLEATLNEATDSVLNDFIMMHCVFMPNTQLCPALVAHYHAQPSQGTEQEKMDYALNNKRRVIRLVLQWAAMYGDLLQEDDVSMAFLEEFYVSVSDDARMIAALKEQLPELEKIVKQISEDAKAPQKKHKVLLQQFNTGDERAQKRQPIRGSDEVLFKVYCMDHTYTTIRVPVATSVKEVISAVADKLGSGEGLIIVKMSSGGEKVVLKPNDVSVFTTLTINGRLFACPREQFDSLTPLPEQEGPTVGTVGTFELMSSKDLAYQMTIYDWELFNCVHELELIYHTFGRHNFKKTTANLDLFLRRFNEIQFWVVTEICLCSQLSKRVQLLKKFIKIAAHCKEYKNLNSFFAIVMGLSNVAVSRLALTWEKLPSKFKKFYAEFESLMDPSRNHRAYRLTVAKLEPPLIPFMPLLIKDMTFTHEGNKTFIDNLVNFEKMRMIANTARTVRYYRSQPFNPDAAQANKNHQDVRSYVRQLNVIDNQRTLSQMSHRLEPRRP
EPAC2 ag: activates human EPAC2 exchange factor; Q8WZA2; EPAC2 activation, biochemical qHTS; response scale: 100% = 6.5 mM cAMP response; Potency, µM (doses to about 154 µM), without a hit: top-dose activation, actives largely listed as activators; 360,000 tested, 0.079% active; further: potency means the concentration at half of the fitted maximal effect; nearly all actives have a fitted effect of over 50% in size
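Compounds were added across a concentration range to EPAC2 (100 nM), RAP1B-BODIPY-GDP (250 nM) and GDP (50 uM). After 5 min at room temperature, fluorescence was recorded at 5-min intervals for 30 min.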
Nrf2 ARE act: Nrf2 pathway activation; AREc32 ARE-luciferase reporter (MCF7-derived line), luminescence, 24 h; Potency, µM (top dose mostly 46.1 µM), for inactives: at the top dose activation, hits mostly activators; 410,000 tested, 0.31% active; AID 624171; further: potency means the concentration at half of the fitted maximal effect; % of control where 0% means no effect; nearly all actives have a fitted effect of over 65% in size
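ARE-driven firefly luciferase activity in AREc32 cells measured after a 24 hr compound exposure at 37 deg C, using Steady-Glo reagent and a 30 min room-temperature hold.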
pAkt inh: inhibitors of Akt phosphorylation; Neuro2A IGF-stimulated pAkt S473 HTRF, 20 min; active compounds read low; activity change, % for hits at 50 µM; 360,000 tested, 0.32% active; AID 651550; in the data active means activity change below about -80%; inconclusive means mostly about -51% to -80%; further: on the % scale 0 is the no-effect control and ±100 the full control effect
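Neuro2A cells in DMEM with 0.5% FBS, overnight at 37 deg C, given compound at single 50 µM final, then IGF (6 nM final) for 20 min at 37 deg C. Lysed; phospho-Akt Ser473 by HTRF after 24 h, 665/615 ratio.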
A549 tox: A549 cytotoxicity, counter-screen for Nrf2 inhibitors. A549 ARE-Fluc cells, CellTiter-Fluor viability, 18-24 h. Potency, µM (series often up to 46 µM), for inactives: at the top dose activity change, negative = cytotoxicity, usual class: inhibitors. 390,000 tested, 0.16% active; further: potency means the concentration at half of the fitted maximal effect; on the % scale 0 is the no-effect control and ±100 the full control effect
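A549 ARE_Fluc cells in 5% FBS OPTI-MEM were exposed to compounds in concentration-response for 18-24 h at 37 deg C. Viability was read by CellTiter-Fluor fluorescence (Ex 405/Em 525) after 30 min, before the luciferase read.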
Nrf2 block: Nrf2 pathway inhibition; A549 ARE-Fluc reporter, luciferase luminescence, 18-24 h; Potency, µM (series often up to 46 µM), inactives show at the top dose activity change, negative = inhibition, usual class: inhibitors; 360,000 tested, 2.1% active; AID 504444; further: potency means the concentration at half of the fitted maximal effect; on the % scale 0 is the no-effect control and ±100 the full control effect; nearly all actives have a fitted effect of over 60% in size
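Nrf2 activity is the BugLite luminescence, read 15 min after reagent at room temperature, following CellTiter-Fluor cytotoxicity readout (30 min, 37C). Compound titrations were applied for 18-24 h to 5000 A549 ARE_Fluc cells/well in 5% FBS OPTI-MEM.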
CCT chaperon mod: cytosolic chaperonin activity modulation; activity change, % (no concentration beside the values), hits read low; AID 651819; 360,000 tested, 0.3% active; purified chaperonin ATPase assay, HTRF ADP detection, 30 min; in the data active means activity change below about -30%; further: on the % scale 0 is the no-effect control and ±100 the full control effect
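We incubate TRiC, 40 or 20 nM final, with library compounds at 76 uM and 10 uM ATP for 30 min at 37 °C. ADP formed is detected with Transcreener HTRF reagents after 30 min at room temperature.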
Mm-Cpn inhibitor: inhibitors of Methanococcus maripaludis chaperonin (MmCpn); purified Mm-Cpn ATPase, ADP Transcreener TR-FRET; Potency, µM (series often up to 76.9 µM), for inactives: top-dose activity, negative = inhibition, actives largely listed as inhibitors; 330,000 tested, 0.031% active; further: potency means the concentration at half of the fitted maximal effect; on the % scale 0 is the no-effect control and ±100 the full control effect; nearly all actives have a fitted effect of over 80% in size
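Inhibition of chaperonin ATP hydrolysis is measured as reduced ADP production, detected by competitive TR-FRET in which signal falls with ADP. Final enzyme 25 nM and ATP 10 uM, reacted 30 min at 37°C.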
TGFb SMAD3 inh: blocks TGF-b signaling; HepG2 CAGA-GFP TGF-b/SMAD3 reporter, GFP fluorescence, 18 h; TGF-beta stimulated, 500 pg/mL final; 410,000 tested, 1.2% active; Potency, µM (titrated, usually from 46.1 µM), without a hit: at the highest dose activity, negative = inhibition, actives largely listed as inhibitors; further: potency means the concentration at half of the fitted maximal effect; on the % scale 0 is the no-effect control and ±100 the full control effect; nearly all actives have a fitted effect of over 65% in size
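HEPG2 CAGA-GFP cells (1000/well, DMEM with 1% FBS) were pre-incubated 2 h at 37 degrees C, given compound by pin tool, then stimulated with TGF-beta at 500 pg/mL final for 18 h before per-cell GFP fluorescence imaging.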
* hit, by the source's call; i = inactive; ? = inconclusive; nt = not tested or not shown; & = joins results of further samples; [ ] = remark or other dose. Unless noted, the call rests on the fitted dose curve; in most records, active means well fitted curve in the direction sought with a large enough effect; inconclusive means small, poorly fitted or top-dose-only effect, or another doubt; inactive means no such curve, though single readings can be large; an effect the other way counts as inactive or inconclusive. A portion of the library (hit frequency here may not be typical).

SMILES	EPAC2 antagonist	EPAC2 ag	Nrf2 ARE act	pAkt inh	A549 tox	Nrf2 block	CCT chaperon mod	Mm-Cpn inhibitor	TGFb SMAD3 inh
COc1ccc(N(C(=O)c2cnccn2)C(C(=O)NC2CCCCC2)c2ccc(O)cc2)cc1 (stereo not drawn)	0%	5%	4.3%	i	0%	20%	-2.1	0%	-5%
Cc1ccc(-c2cc(C(=O)NCCCN3CCCC3)c3ccccc3n2)cc1C	3%	11%	12%	i	6%	2%	-1.6	-2%	-24%
O=C1c2ccccc2C(c2nnnn2Cc2ccccc2)N1Cc1cccc(F)c1 (stereo not drawn)	-18%&-8%	3%&8%	0.2%&0.5%	i	nt	nt	0.5&-0.9	nt	nt
O=C(NC(=S)Nc1cc([N+](=O)[O-])ccc1O)C1CC1	1%	12%	0.1%	i	0%	0%	-4.1	-3%	-10%
COc1ccc(C(C)NC(=O)Cc2cccs2)cc1OC (stereo not drawn)	-4%	12%	0.5%	i	0%	2%	1.4	-5%	0%
Nc1nc(-c2cccnc2)nn1C(=O)CCc1ccccc1	7%[57.1 µM]	2%	-0.3%	i	-12%	1%	-2.9	nt	5%
Cc1ccc(C(=O)Nc2ccc(C(=O)O)cc2)cc1S(=O)(=O)Nc1ccccc1	nt	nt	3.5%	nt	-1%	5%	nt	nt	-13%
O=C(OCC(=O)N1CCCc2ccccc21)c1cc(Br)ccc1O	-5%	4%	-0.2%	i	-8%	-13%	-1.0	1%	3%
COc1ccc(C(=O)OCc2nnc(-c3ccccc3)o2)cc1S(=O)(=O)N1CCOCC1	0%	5%	2.5%	i	0%	6%	-0.6	0%	-11%
O=C(CSc1ncn[nH]1)NNC(=O)c1ccccc1	3%	2%	0.3%	i	-2%	5%	0.5	2%	9%
CCC(C)CCN1C(Nc2ccccc2)=NC[C@@H]1C (stereo partly drawn)	12%	1%	-1.2%	i	-3%	4%	-2.7	2%	22%
COc1ccc(OC)c(C(=O)CSc2nc3cccnc3n2C)c1	-5%	3%	2.7%	i	9%	2%	0.1	4%	12%
CC1(C(=O)NS(=O)(=O)c2cccc(C#N)c2)CCN1C(=O)C1(c2ccc(Cl)cc2)CCC1 (stereo not drawn)	?	3%	-0.6%[9.22 µM]	i	nt	nt	-0.6	nt	-3%
Cc1ccc(C(=O)N/C(=C\c2ccccc2)C(=O)NCC2CCCO2)cc1 (stereo not drawn)	0%	-2%	-0.5%	i	2%	-10%	-2.6	0%	-8%
Cc1nn(S(=O)(=O)c2cccc([N+](=O)[O-])c2)c(C)c1S(=O)(=O)N1CCOCC1	4%	1%	-0.1%	i	2%	18%	-2.2	-2%	0%
C=CC[C@@H](CC(=O)N[C@H](CO)Cc1ccccc1)C(=O)NCCOC(=O)[C@@H](CC=C)CC(=O)OC(C)(C)C	4%	-7%	3.8%	i	-4%	10%	0.4	-1%	13%
COc1ccc(S(=O)(=O)N2CCN(c3ccc(F)cc3)CC2)cc1OC	-3%	5%	-1.2%	i	19%	6%	-3.9	-1%	-6%
C/C(=N\NC(=O)CNc1cccc(C(F)(F)F)c1)c1ccc(Br)cc1	23%	-5%	0.4%	i	9%	-3%	-0.2	-8%	0%
COc1cccc(-n2c(CCn3nc(C)c([N+](=O)[O-])c3C)n[nH]c2=S)c1	1%	2%	1.5%	i	9%	12%	-1.6	1%	-1%
CC1CCCC(C(=O)O)N1C(=O)CCSSCCC(=O)N1C(C)CCCC1C(=O)O (stereo not drawn)	3%	1%	0.5%	i	-4%	-1%	-2.4	2%	4%
O=C(Cn1cnc2c(OCc3ccccc3)ncnc21)NCCCn1ccnc1	3%	8%	-1.0%	i	8%	0%	-0.3	0%	11%
Cc1cc(C(=O)Nc2cccc(S(=O)(=O)N3CCOCC3)c2)c2ccccc2n1	-6%	8%	0.0%	i	0%	-1%	-9.2	-1%	-15%
CCOc1ccc(C2CC(=O)n3nc(-c4ccc(C)cc4)nc3S2)cc1 (stereo not drawn)	nt	nt	0.2%	nt	-1%	5%	nt	nt	8%
Cc1cc(C(F)(F)F)n2nc(-c3cnn(C)c3C(F)(F)F)c(Cl)c2n1	-6%	3%	6.3%	i	0%	1%	-1.1	-1%	36%[activator]
COc1ccc([C@@H](C)NC(=O)c2ccc3oc(C(C)C)nc3c2)cc1	4%	-3%	2.6%	i	-4%	?	-0.2	0%	-5%
CC1(C)CC(=O)C=C(NCCN2CCN(C(=O)Nc3ccc(Cl)cc3)CC2)C1	12%	-1%[15.6 µM]	-0.9%	nt	-2%	-13%	-3.3	0%	1%
COc1ccc(Cl)cc1C(=O)N1CCC2(CC1)CC(=O)c1ccccc1O2	-5%	4%	-0.9%	i	-7%	-15%	-1.7	-5%	-4%
CCOc1ccc(S(=O)(=O)N2Cc3ccccc3CC2C(=O)NCCCn2ccnc2)cc1 (stereo not drawn)	9%	1%	0.3%	i	5%	26%	0.2	4%	20%
CCOC(=O)N1CCN(c2ccc([N+](=O)[O-])cc2)CC1	9%	-15%	0.2%[9.22 µM]	i	-12%	-9%	-3.2	1%	9%
Cc1ccc(Cl)cc1NC(=O)CN1C(=O)c2ccccc2Sc2ncccc21	nt	nt	-0.7%	nt	3%	-2%	nt	nt	0%
Cc1csc2cc(-c3cccc([N+](=O)[O-])c3)c(-c3cccc([N+](=O)[O-])c3)c[n+]12	11%	0%	-0.7%	i	1%	5%	1.5	0%	2%
COc1ccccc1NS(=O)(=O)c1ccc(C(=O)NCCCn2ccnc2)cc1	-11%	3%	0.2%	i	5%	-14%	-2.2	?	-15%
COc1cccc(-n2nc(C(=O)Nc3ccc4c(c3)OCO4)c3ccccc3c2=O)c1	-1%	24%	-0.4%	i	-6%	nt	-3.0	-1%	-22%
COc1cccc(SCc2noc(C(=O)NCCN(C)C)c2C(=O)NCCN(C)C)c1	2%	3%	-0.7%	i	-11%	-2%	-1.6	nt	-1%
CCn1c(N)nc2c1c(=O)n(C)c(=O)n2C	1%	0%	0.3%	i	0%	4%	-0.8	-3%	3%
CN(Cc1nccn1C)C(=O)C1CCC(=O)N(Cc2cccc(C(F)(F)F)c2)C1 (stereo not drawn)	-5%	-4%	1.0%	i	6%	-2%	-1.1	-11%	16%
CC(=O)c1ccc(OC(C)C(=O)NC2CCCCC2C)cc1 (stereo not drawn)	15%	8%	-0.8%	i	6%	13%	-0.3	0%	2%
Cn1cc(-c2coc3c(C(=O)NCc4cccnc4)cccc23)cn1	13%	13%	4.2%[9.22 µM]	i	nt	nt	0.8	nt	0%
COc1ccccc1-c1sc2cc3c(cc2c1C#CC1(O)CCCCC1)OCO3	14%	8%	0.3%	i	0%	-17%	1.0	?	?
CCOC(=O)c1cc2c(ccn2C)n1Cc1ccc(C#N)cc1	-15%	17%	-0.4%	i	11%	-2%	-3.6	0%	7%
CCOc1ncccc1C(=O)N1CCN(c2cc(Cl)ccc2C)CC1	?	11%	3.2%	i	?	?	0.0	1%	?
CNS(=O)(=O)c1cn(CC(=O)N2CCN(c3ccccc3OC)CC2)cc1S(=O)(=O)NC	nt	nt	-1.4%	nt	1%	-10%	nt	nt	0%
O=C(O)c1cc(N/N=C/c2ccc3c(c2)OCO3)ccc1Cl	-1%	1%	-0.4%	i	-5%	?	-0.2	-1%	14%
COc1ccc(-n2c(-c3ccc(Br)cc3)c[n+]3c2CCCCC3)cc1	1%	5%	2.5%	i	-2%	?	-3.5	2%	-24%
CCOc1ccc2nc(NC(=O)CS(=O)(=O)c3ccccc3)sc2c1	0%	-5%	3.3%	i	-7%	9%	0.8	0%	5%
CCCNC(=O)[C@H]1N2C(=O)c3c(ccc(OC)c3OC)C2SC1(C)C (stereo partly drawn)	0%	6%	-0.5%	i	10%	?	-3.5	0%	5%
O=C(Cc1ccc(Cl)cc1)Nc1ccc(Cl)cn1	0%	9%	0.1%	i	0%	1%	1.8	-1%	-8%
CNC(=O)C(=O)N1CCC2(CC1)OCCN2S(=O)(=O)c1ccc(C)cc1	2%	9%	0.0%	i	-3%	-3%	-0.5	-2%	-1%
Cc1cccc(NC(=O)COC(=O)c2c(-c3ccccc3)noc2C)c1	?	19%	-0.7%	i	nt	nt	-0.2	nt	-1%
COc1ccccc1C1CCN(C(=O)C2CCCCC2)CC1	-1%	11%	-0.3%	i	16%	-18%	-4.4	-2%	-21%
COCCCNC(=O)CCn1c(=O)c2ccccc2n(CC(=O)Nc2ccccc2C)c1=O	-4%	-10%	-0.7%	i	1%	nt	-1.7	0%	?
COc1cccc(CNC(=O)C2CCCN(c3nn4c(=O)cc(C)nc4s3)C2)c1OC (stereo not drawn)	18%	-5%	0.6%	i	0%	23%	-7.0	1%	0%
CCCCCCC(=O)N(O)C1CC(=O)N(c2ccc(Br)cc2)C1=O (stereo not drawn)	14%	0%	?	i	-3%	?	1.1	-1%	?
CC1(C)OC2OC3C(CNCCO)OC(c4ccccc4)OC3C2O1 (stereo not drawn)	8%	2%	2.1%	i	-1%	-2%	-0.1	nt	-14%

Given field by field: part of the list above
Cc1cccc(NC(=O)COC(=O)c2c(-c3ccccc3)noc2C)c1
- EPAC2 antagonist: ?
- EPAC2 ag: 19%
- Nrf2 ARE act: -0.7%
- pAkt inh: i
- A549 tox: nt
- Nrf2 block: nt
- CCT chaperon mod: -0.2
- Mm-Cpn inhibitor: nt
- TGFb SMAD3 inh: -1%
COCCCNC(=O)CCn1c(=O)c2ccccc2n(CC(=O)Nc2ccccc2C)c1=O
- EPAC2 antagonist: -4%
- EPAC2 ag: -10%
- Nrf2 ARE act: -0.7%
- pAkt inh: i
- A549 tox: 1%
- Nrf2 block: nt
- CCT chaperon mod: -1.7
- Mm-Cpn inhibitor: 0%
- TGFb SMAD3 inh: ?

From PubChem BioAssay
